A549 viability = counter-screen for Nrf2 inhibitors: cytotoxicity in A549 cells; A549 ARE-Fluc cells, CellTiter-Fluor viability, 18-24 h; Potency, µM (highest dose often 46 µM), without a hit: at the highest dose activity change, negative = cytotoxicity, most hits filed as inhibitors; 390,000 tested, 0.16% active; further: potency means the concentration at half of the fitted maximal effect; on the % scale 0 is the no-effect control and ±100 the full control effect
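Cytotoxicity counterscreen: CellTiter-Fluor fluorescence was measured in A549 ARE_Fluc cells after 18-24 h of compound exposure in a concentration series. The subsequent BugLite luminescent read reports ARE-luciferase activity.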
Nrf2 activator = Nrf2 pathway activation | AREc32 ARE-luciferase reporter (MCF7-derived line), luminescence, 24 h | Potency, µM (doses to about 46.1 µM), inactives show top-dose activation, usual class: activators | 410,000 tested, 0.31% active | AID 624171; further: potency means the concentration at half of the fitted maximal effect; % of control where 0% means no effect; nearly all actives have a fitted effect of over 65% in size
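Luciferase luminescence (Steady-Glo, 30 min at room temperature) served as the read-out of ARE activation in AREc32 cells treated with compounds for 24 hr at 37 deg C.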
TGFb inhibitor = blocks TGF-b signaling | HepG2 CAGA-GFP TGF-b/SMAD3 reporter, GFP fluorescence, 18 h; TGF-beta stimulated, 500 pg/mL final | Potency, µM (top dose mostly 46.1 µM), without a hit: top-dose activity, negative = inhibition, usual class: inhibitors | 410,000 tested, 1.2% active | AID 588855; further: potency means the concentration at half of the fitted maximal effect; on the % scale 0 is the no-effect control and ±100 the full control effect; nearly all actives have a fitted effect of over 65% in size
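Read-out: total well GFP (ex488/em500-530) summed from mean per-cell fluorescence. Cells: HEPG2 CAGA-GFP, 1% FBS DMEM, 18 h at 37 degrees C with 500 pg/mL final TGF-beta. Unstimulated wells served as the full-inhibition control; stimulated DMSO wells = 0%.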
CCT modulator = modulators of cytosolic chaperonin (CCT/TRiC) activity; 360,000 tested, 0.3% active; AID 651819; activity change, % (no concentration beside the values), hits read low; purified chaperonin ATPase assay, HTRF ADP detection, 30 min; in the data active means activity change below about -30%; further: on the % scale 0 is the no-effect control and ±100 the full control effect
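First, chaperonin was dispensed at 40 nM or 20 nM final depending on batch activity. Next, compounds were pinned at 76 uM and ATP added at 10 uM. After 30 min at 37 °C, ADP detection reagents ran 30 min at ambient temperature.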
HepG2 viability = kills HepG2 cells in TGF-b inhibitor counter-screen | HepG2 CAGA-GFP viability, ATP luminescence, 18 h | Potency, µM (top dose mostly 46.1 µM), for the others: top-dose activity change, negative = cytotoxicity, hits mostly cytotoxic | 410,000 tested, 0.76% active | AID 588856; further: potency means the concentration at half of the fitted maximal effect; some results filed as inactive show a strong effect at the top dose
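HepG2 CAGA-GFP cells (1000/well, DMEM with 1% FBS) received compound, then TGF-beta at 500 pg/mL final, and were incubated 18 hours at 37 degrees C. Viability was read by CellTiter-Glo luminescence. Media-only wells were set as complete cell-killing and DMSO as no toxicity.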
pAkt inh = blocks phosphorylation of Akt | Neuro2A IGF-stimulated pAkt S473 HTRF, 20 min; active compounds read low | activity change, % for hits at 50 µM | 360,000 tested, 0.32% active; in the data active means activity change below about -80%; inconclusive means mostly about -51% to -80%; further: on the % scale 0 is the no-effect control and ±100 the full control effect
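Single-point screen (50 µM final compound) in Neuro2A cells stimulated 20 min with 6 nM IGF at 37 deg C. After lysis, Ser473-phosphorylated Akt read by HTRF (ex 330 nm, em 615/665 nm) as the 665/615 ratio.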
S2 tox = viability counter-screen for ATXN expression inhibitors; S2 cells (HEK-293 line with an ATXN2-luciferase reporter) viability, CellTiter-Fluor protease fluorescence, 24 h; Potency, µM (doses to about 56.7 µM), hits mostly cytotoxic; 400,000 tested, 0.49% active; AID 651635; further: potency means the concentration at half of the fitted maximal effect; nearly all actives have a fitted effect of over 40% in size
Nrf2 inh = inhibitors of Nrf2 signaling | Potency, µM (titrated, usually from 46 µM), without a hit: at the top dose activity change, negative = inhibition, most hits filed as inhibitors | A549 ARE-Fluc reporter, luciferase luminescence, 18-24 h | 360,000 tested, 2.1% active; further: potency means the concentration at half of the fitted maximal effect; on the % scale 0 is the no-effect control and ±100 the full control effect; nearly all actives have a fitted effect of over 60% in size
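A549 ARE_Fluc cells, 5000/well, 5% FBS OPTI-MEM; compounds in dose-response, 18-24 h at 37 °C/5% CO2; CellTiter-Fluor viability read (Ex 405/Em 525), then BugLite luciferase luminescence = Nrf2 activity.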
MmCpn inh = inhibitors of Methanococcus maripaludis chaperonin (MmCpn). Potency, µM (titrated, usually from 76.9 µM), for the others: top-dose activity, negative = inhibition, usual class: inhibitors. AID 504842. purified Mm-Cpn ATPase, ADP Transcreener TR-FRET. 330,000 tested, 0.031% active; further: potency means the concentration at half of the fitted maximal effect; on the % scale 0 is the no-effect control and ±100 the full control effect; nearly all actives have a fitted effect of over 80% in size
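ATP (10 uM final) was added to archaeal chaperonin (25 nM final) after 10 min exposure to test compound at 37°C; after 30 min further incubation, ADP was detected by competitive TR-FRET.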
Numbers without * were called inactive; i = inactive; ? = inconclusive; / = no result given; [ ] = remark or other dose. Unless noted, the call rests on the fitted dose curve; in most records, active means well fitted curve in the direction sought with a large enough effect; inconclusive means small, poorly fitted or top-dose-only effect, or another doubt; inactive means no such curve, though single readings can be large; an effect the other way counts as inactive or inconclusive.

SMILES | A549 viability | Nrf2 activator | TGFb inhibitor | CCT modulator | HepG2 viability | pAkt inh | S2 tox | Nrf2 inh | MmCpn inh
COc1cc(C(=O)N/C(=C\c2cn(S(=O)(=O)N(C)C)c3ccccc23)C(=O)NCCCO)cc(OC)c1OC | -2% | -1.1% | 0% | -2.8 | 15% | i | i | ? | 1%
COc1ccc(-n2c(Cc3ccccc3)nnc2SCc2nc(-c3cccs3)no2)cc1 | -18% | 6.6% | ? | / | -20% | / | ? | ? | /
CN1CCc2c(sc3c2C(=O)NC(c2ccc(OC(=O)c4ccc(Cl)cc4)cc2)N3)C1 (stereo unspecified) | -1% | 21% | 63%[activator] | / | -13% | / | i | -13% | /
CCn1c(=O)c2cc(S(=O)(=O)NC3CCCCC3)ccc2n(CC)c1=O | 10% | 1.5% | 0% | 4.0 | 1% | i | i | 4% | 1%
Cc1cc(-c2nnc(CCC(=O)N(CC3CCC3)CC3CCCO3)o2)no1 (stereo unspecified) | -5% | 3.6% | -6% | -4.7 | 7% | i | ? | ? | -7%
O=C(CSc1nnnn1-c1ccc(Cl)cc1)N1CCNC1=O | 2% | 2.9% | -5% | 2.0 | 0% | i | i | 28% | 1%
Cn1c(CC(=O)Nc2ccccc2C(F)(F)F)c(Sc2ccccc2)c2ccccc21 | 0% | -0.6% | 3% | 1.5 | -1% | i | i | -8% | 3%
c1ccc(CNc2nc(NCc3ccccc3)c3ccccc3n2)cc1 | ? | -2.1% | ? | -3.1 | -112% | i | / | -23% | -4%
N#Cc1ccccc1OCC(=O)N1N=C(c2cccs2)CC1c1ccco1 (stereo unspecified) | 10% | 12% | 1% | -27 | -9% | i | i | 3% | ?
COc1ccc(C(=O)N/C(=C\c2cn(S(=O)(=O)N(C)C)c3ccccc23)C(=O)N2CCOCC2)cc1 | -12% | 0.1% | -7% | 0.8 | -17% | i | i | -17% | 1%
C=CCN(CC=C)C(=S)Nc1cc(Cl)ccc1OC | 15% | 11% | 5% | 2.3 | -8% | i | i | 0% | 1%
COc1ccc(N2CCN(C(=O)CSc3nnc(C4CC4)n3C3CC3)CC2)cc1 | / | -0.8% | 1% | -6.8 | -31% | i | i | / | /
CCOC(=O)c1cc2oc(C(c3nnnn3C3CCCCC3)N3CCOCC3)cc2[nH]1 (stereo unspecified) | ? | -0.2% | -14% | 0.3 | -15% | i | i | ? | -2%
Nc1ccc2ccc(O)cc2c1 | 0% | 7.1% | -14% | -1.0 | 10% | i | ? | 6% | /
c1ccc(OCCCc2nc(-c3cccnc3)no2)cc1 | -4% | 1.7% | 2% | 1.8 | 4% | / | i | -7% | -2%
CCN(C(=O)Cn1nc(Cc2cccnc2)c2ccccc2c1=O)c1cc(C)ccc1C | 18% | 0.5% | ? | / | -23% | / | / | 18µM* | /
OC[C@H]1OC(O)[C@H](O)[C@@H]1O (stereo partly specified) | 0% | 0.7% | -1% | 1.1 | -5% | i | i | 3% | -3%
Cc1ccccc1NC(=O)Cc1nc(COC(=O)c2cc([N+](=O)[O-])ccc2NCCO)cs1 | -18% | 3.6% | ? | -1.0 | -23% | i | i | -29% | -2%
CN(C)CCn1c(NC(=O)c2ccc(Cl)cc2)nc2ccccc21 | -1% | 7.2% | -10% | -3.6 | -4% | i | i | ? | -2%
COc1ccc(-n2c(SCC(=O)N/N=C(\C)c3cccnc3)nc3ccccc3c2=O)cc1 | -7% | -0.7% | -2% | 1.1 | -28% | i | ? | -5% | -1%
O=c1[nH]c(N2CCCCC2)nc2ncn(Cc3ccccc3)c12 | 4% | -0.7% | 9% | -2.2 | 0% | i | i | 4% | 1%
CCC(C)c1ccc(NC(=O)C2CCCN(c3ncccn3)C2)cc1 (stereo unspecified) | -20% | -0.8% | -38% | -0.7 | -34% | / | / | 3% | 0%
CCn1c2ccccc2c2cc(NC(=O)CSc3nnc(-c4cccc(Cl)c4)o3)ccc21 | -19% | 0.6% | 0% | -0.8 | 2% | i | ? | -17% | 2%
COc1ccc(CCNC(=O)[C@H](CCSC)NC(=O)N2CCn3c2nc2ccccc23)cc1OC | -2% | -0.4% | -5% | 1.6 | 5% | i | i | 6% | 3%
Cc1[nH]c2ccccc2c1C1(O)C(=O)N(Cc2ccc(Cl)cc2)c2ccccc21 (stereo unspecified) | 5% | 8.2% | / | / | -101% | / | / | 6% | /
CCOC(=O)N1CCC(NC(=O)C2CCN(C(=O)c3cc4sccc4n3CC)CC2)CC1 | -7% | 0.1% | 4% | 1.7 | 17% | i | ? | ? | 2%
COc1ccc(CSc2n[nH]c(C)n2)cc1[N+](=O)[O-] | -2% | -0.5% | -7% | -2.7 | 2% | i | i | 15% | -1%
CCc1ccccc1N(CC(=O)NCCc1ccccc1)C(=O)CCC(=O)Nc1ccccn1 | 1% | -0.6% | 6% | 1.5 | 0% | i | i | 3% | -5%
O=C(NC1CCS(=O)(=O)C1)c1ccc(S(=O)(=O)N2CCCCC2)cc1 (stereo unspecified) | -3% | -0.6% | -27% | -1.9 | 3% | i | i | ? | 2%
O=C(NCCN1CCCC1)c1ccc(Cl)cc1Cl | 0% | 0.1% | -1% | 1.1 | 11% | i | i | 3% | 0%
O=C(Oc1cccc(F)c1)c1ccc2c(=O)n3c(nc2c1)CCC3 | 2% | -0.4% | -3% | -2.4 | 1% | i | i | -3% | -1%
COC(=O)C1=C(C(=O)OC)[C@@H]2N(C)c3ccccc3[C@@]23C[C@@H](C(=O)OC)N(C(=O)COCc2ccccc2)C3=N1 | ? | 0.2% | -2% | 0.8 | -22% | i | i | ? | 2%
CC1=C(C(=O)Nc2cccc(C(F)(F)F)c2)C2(CCCCCC2)OC1=O | 1% | 0.4% | -20% | / | -35% | / | / | 29% | /
Cc1cc(NC(=O)c2cccc(F)c2)ncc1NC(=O)c1ccco1 | -1% | 2.5% | 8% | 1.8 | -57% | i | i | ? | -10%
COc1ccc(N(CC(=O)Nc2ccc(C)cc2C)S(=O)(=O)c2c(C)n[nH]c2C)cc1 | 5% | -0.4% | -17% | 1.6 | 1% | i | i | -19% | 0%
O=C(CNCc1ccc(Cl)cc1)NCc1ccco1 | -5% | 3.3% | 4% | 0.3 | -4% | i | i | 15% | 0%

Limited to A549 viability, for 4 of the compounds above:
SMILES,A549 viability
COc1ccc(CSc2n[nH]c(C)n2)cc1[N+](=O)[O-],-2%
CCc1ccccc1N(CC(=O)NCCc1ccccc1)C(=O)CCC(=O)Nc1ccccn1,1%
O=C(NC1CCS(=O)(=O)C1)c1ccc(S(=O)(=O)N2CCCCC2)cc1 (stereo unspecified),-3%
O=C(NCCN1CCCC1)c1ccc(Cl)cc1Cl,0%

The list goes on.
SMILES | A549 viability | Nrf2 activator | TGFb inhibitor | CCT modulator | HepG2 viability | pAkt inh | S2 tox | Nrf2 inh | MmCpn inh
CCn1c(SCC(=O)Nc2ccc(NC(C)=O)cc2)nnc1C1CC1 | -9% | -0.2% | 1% | 2.9 | 3% | i | i | 20% | 1%
COc1ccccc1NC(=O)C(=O)Nc1ccccn1 | -7% | ? | ? | 0.0 | 0% | i | i | ? | 2%
CN(C)CCNc1ncnc2c1cnn2-c1ccc(Cl)cc1 | ? | -4.4% | ? | -2.9 | -38% | i | ? | ? | 0%
Nn1c(Cc2cccc3ccccc23)nnc1SCC(=O)N1CC(=O)Nc2ccccc21 | -1% | 0.8% | ? | 0.8 | 9% | / | i | -5% | 0%
CCOc1ccc(-c2cn3nc(CC(C)C)sc3n2)cc1 | 1% | 3.6% | -15% | / | -23% | / | i | ? | /
CN1CCN(C(CNS(=O)(=O)c2ccc([N+](=O)[O-])cc2)c2ccc(F)cc2)CC1 (stereo unspecified) | 0% | -0.1% | ? | -2.7 | -30% | i | i | -7% | -3%
Cc1ccc(S(=O)(=O)N2CCOCC2)cc1C(=O)Nc1ccccc1N1CCCC1 | 0% | 0.4% | -27% | 0.4 | 2% | i | i | 7% | 3%
COc1ccc(/C=N/NC(=O)c2cccnc2)cc1CN1CCc2ccccc2C1 | 0% | 5.5% | -3% | -3.1 | -2% | i | ? | 0% | -3%
O=C(Nc1ccccc1O)c1ccccc1O | -4% | 4.4% | ? | -0.8 | -38% | i | i | -17% | 1%
CCC(=O)Nc1ccc(S(=O)(=O)NCc2cccn2Cc2cccc(C)c2)cc1 | 3% | 6.3% | ? | / | -18% | / | ? | / | /
COc1cc(C(=O)Nc2cccc3ncccc23)cc(OC)c1OC | 2% | 2.3% | 21% | -0.5 | 6% | i | i | / | -1%
CC(=O)NC(=S)Nc1ccccc1N1CCN(C(=O)c2ccccc2)CC1 | 9% | 6.7% | ? | 0.5 | -30% | i | i | -11% | 3%
Cc1onc(-c2ccccc2Cl)c1C(=O)OCc1cnc(Cl)s1 | ? | -0.1% | -17% | 0.5 | -39% | i | i | -4% | 1%
COc1ccc([N+](=O)[O-])cc1NC(=O)c1ccc(Br)s1 | -5% | ? | -3% | -0.2 | -8% | i | i | -8% | 1%
Cc1cccn2cc(-c3ccc4c(c3)NC(=O)CO4)nc12 | 2% | 7.8% | -24% | 0.6 | -32% | i | i | -8% | -1%

One compound at a time (already shown).
CCC(=O)Nc1ccc(S(=O)(=O)NCc2cccn2Cc2cccc(C)c2)cc1 is listed with A549 viability: 3%; Nrf2 activator: 6.3%; TGFb inhibitor: ?; CCT modulator: /; HepG2 viability: -18%; pAkt inh: /; S2 tox: ?; Nrf2 inh: /; MmCpn inh: /
CN1CCN(C(CNS(=O)(=O)c2ccc([N+](=O)[O-])cc2)c2ccc(F)cc2)CC1 (stereo unspecified) is listed with A549 viability: 0%; Nrf2 activator: -0.1%; TGFb inhibitor: ?; CCT modulator: -2.7; HepG2 viability: -30%; pAkt inh: i; S2 tox: i; Nrf2 inh: -7%; MmCpn inh: -3%
